# Screens: PubChem, Broad Institute
# XiGFP reactiv: X-chromosome reactivation activator | XiGFP mouse fibroblasts, % GFP-positive cells imaging, 3 d; cells co-treated with 5-aza-dC sensitizer; scaled so ellipticine positive control = 100% | activation, % at 7.58 µM | hit rate 0.055% among 360,000 | AID 743238;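 active = mean normalized replicate activation at least 10% and every replicate at or above 10%; inconclusive = only one of the two criteria met; inactive = mean below 10% and not all replicates reach 10%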;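 also: 0% = median of on-plate neutral control wells and 100% = ellipticine 6 µM median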
#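 Material: SV40-immortalized XiGFP fibroblast cells, line 68-5-11 | Buffer or medium: DMEM containing 5-aza-dC | Dosing: One concentration, pinned | Times: 3 d treatment, 15 min room-temperature fixation | Controls: Ellipticine 6 µM positive control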
# GSIS activator: primary screen for activators of insulin secretion dependent on glucose, INS-1E cells, GLuc reporter luminescence. hit rate 0.61% among 370,000. activation, % at 16.6 µM. INS-1E GLuc reporter insulin secretion, 2-3 h;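 active = lowest replicate activation of at least 40%, so every replicate reaches that level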;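 also: 0% = median of neutral control wells and 100% = median of IBMX positive control wells; some compounds called inactive have numbers as strong as hits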
# CFTR F508del cor: correctors of CFTR F508del function in bronchial epithelial cells. CFBE cells, YFP halide quenching; stimulated with forskolin plus potentiator P3; % fluorescence drop versus neutral controls. activity (quench increase), % at 7.58 µM. hit rate 0.36% among 350,000. AID 720511;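 active = mean added fluorescence quench of at least 8% versus neutral control, with both replicates also reaching 8%; inconclusive = only one of the mean or replicate conditions met; inactive = mean below 8% and not both replicates reaching 8%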;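 also: cells transiently co-express mutant CFTR-F508del with the halide-sensitive YFP; corrector assay measuring rescue of mutant channel to the surface after 24 h compound exposure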
# EWS-Fli block: inhibitors of EWS/Fli oncoprotein transcriptional activity; A673 NR0B1-luciferase reporter, viability-normalised; inhibition, % at 12.6 µM; hit rate 0.67% among 350,000;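 active = mean inhibition of at least 50% after viability correction, with every replicate also passing that limit; inconclusive = mean reaches 50% but only one of two replicates passes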;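 also: firefly luciferase signal divided by Alamar Blue viability fluorescence both relative to DMSO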
# DENV2 CPE rescue: DENV2-induced cell death inhibition | DENV2-infected cells, cytopathic effect rescue, plate reader | CPE inhibition, % at 9.99 µM | hit rate 1.7% among 350,000; in the data active = CPE inhibition above about 20%, passing the limit was not always enough; inconclusive = no clear call, values can overlap the other calls; tested in BHK-21 cells;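 also: 0% = median of neutral control wells and 100% = median of positive control wells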
# ERp5 inh: blocks human ERp5 reductase activity on insulin | ERp5 insulin aggregation, absorbance 650 nm, 90 min | inhibition, % at 9.99 µM | hit rate 0.05% among 350,000 | AID 651711;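 active = mean replicate inhibition above about 25%, with every replicate also reaching it, limit read from the data, passing the limit was not always enough; inconclusive = only one of those two criteria met; inactive = neither criterion met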
# Target sequence (Q15084 whole entry, looked up): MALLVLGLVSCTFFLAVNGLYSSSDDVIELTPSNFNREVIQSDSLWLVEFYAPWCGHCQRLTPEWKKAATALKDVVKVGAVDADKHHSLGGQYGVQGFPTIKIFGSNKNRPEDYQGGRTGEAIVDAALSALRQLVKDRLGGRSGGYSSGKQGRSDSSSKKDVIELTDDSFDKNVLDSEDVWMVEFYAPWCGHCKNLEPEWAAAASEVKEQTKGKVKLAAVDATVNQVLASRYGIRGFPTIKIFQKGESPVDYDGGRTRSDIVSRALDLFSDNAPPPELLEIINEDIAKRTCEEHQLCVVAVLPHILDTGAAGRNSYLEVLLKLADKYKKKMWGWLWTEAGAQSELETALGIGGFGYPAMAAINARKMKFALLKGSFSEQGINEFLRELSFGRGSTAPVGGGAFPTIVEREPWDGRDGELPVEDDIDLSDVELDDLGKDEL
# PAX8 inh HTS: inhibitors of PAX8 transcriptional activity in RMG-I cells; RMG-I TPO-luciferase reporter, SteadyGlo, 24 h; inhibition, % at 12.6 µM; hit rate 1.2% among 360,000;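 active = mean replicate inhibition at least 60% with every replicate also reaching 60%; inconclusive = only one of the two criteria is met; inactive = mean below 60% and not all replicates reaching 60%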;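 also: luciferase light reporting Pax8 driven TPO promoter activity; plate controls were median of neutral control wells for no effect and mitoxantrone controls for full effect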
# ARNT TACC3 PPI: ARNT/TACC3 interaction disruption. Q9Y6A5. AlphaScreen His-ARNT PAS-B/GST-TACC3 binding, luminescence; TACC3 fragment carries E629A point mutation. inhibition, % at 9.99 µM. hit rate 0.66% among 390,000. AID 623870;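 active = mean inhibition of replicates at least 50% and at least half of replicates each reaching 50%; inconclusive = half or more replicates reach 50% but mean below 50%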;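 also: 0% = complete ARNT plus TACC3 wells and 100% = ARNT alone without TACC3; many hits fall short of the cut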
# The depositor's hits bear a star; u = inconclusive; x = no result given.
SMILES,XiGFP reactiv,GSIS activator,CFTR F508del cor,EWS-Fli block,DENV2 CPE rescue,ERp5 inh,PAX8 inh HTS,ARNT TACC3 PPI
CCCN(CCC)S(=O)(=O)c1ccc(C(=O)Nc2c(C)n(C)n(-c3ccccc3)c2=O)cc1,0.5,-7,-1.0,8,3,-9,-9,1
O=C(CN1CCN(CN2C(=O)NC3(CCCCCC3)C2=O)CC1)Nc1cccc(F)c1,-0.2,3,-0.9,-2,u,2,-6,-1
CCN(CC)S(=O)(=O)c1ccc(S(=O)(=O)N2CCN(CCC#N)CC2)cc1,0.2,24,3.9,2,-3,5,8,12
CC(=O)Nc1ccc(NC(=O)CCC(=O)Oc2ccc(C)cc2)cc1,0.4,7,-1.6,0,-7,4,32,-2
COc1ccc(CC(=O)NNC(=O)CSc2nc(C)c(C)c(=O)[nH]2)cc1,0.0,-8,5.4,0,-6,1,11,-6
COCC(=O)NC[C@H]1[C@H](c2ccccc2)[C@H](CO)N1C(C)=O,0.1,9,-2.6,7,-9,2,7,-15
Cc1ccc(S(=O)(=O)N(C)C[C@H]2Oc3cc(-c4cccc(F)c4)ccc3S(=O)(=O)N([C@H](C)CO)C[C@@H]2C)cc1,-0.3,2,-1.9,12,-6,-2,23,-8
CCCOc1ccc(/C=N\NC(=O)CCc2n[nH]c(=O)[nH]c2=O)cc1OC,0.1,23,x,-6,7,4,-9,x
O=C(c1ccccc1F)N1CCN(c2ccc([N+](=O)[O-])c(NCc3cccnc3)c2)CC1,-0.1,-11,2.0,-14,3,0,7,x
COc1ccc(C(=O)NCC(=O)N/N=C/c2cn(C)c3ccccc23)cc1OC,0.5,-11,0.6,x,-3,-6,25,2
N#C[C@@H]1[C@@H](c2ccc(C#Cc3ccccc3F)cc2)[C@H](CO)N1C(=O)C1CCOCC1,0.4,-5,-0.9,-19,-9,-1,1,19
CCCS(=O)(=O)NC(=O)C1(C)CCCN(C(=O)c2ccc(C(=O)OC)cc2)C1 (configuration not stated),0.0,4,2.1,-3,-12,2,-11,x
Cc1ccccc1S(=O)Cc1ccc(C(=O)NC2CC2)o1 (configuration not stated),0.1,6,0.6,-1,4,9,-13,-2
C[C@@H]1CN([C@@H](C)CO)C(=O)c2cc(C#Cc3cccc(F)c3)cnc2O[C@@H]1CN(C)C(=O)C1CCOCC1,0.5,1,4.9,0,x,x,x,x
COc1ccc(CCNCC(O)Cn2c3ccccc3c3ccccc32)cc1OC (configuration not stated),0.1,-11,0.7,21,2,3,12,3
CCOC(=O)C1(CC2CCCCO2)CCN(S(=O)(=O)c2cc(C)cs2)CC1 (configuration not stated),0.0,-4,-1.2,-27,-7,-2,-13,4
O=S(=O)(c1ccc(F)c(Cl)c1)N1CCCC1,x,-3,-2.9,2,x,-1,x,1
O=C(C[C@H]1CC[C@@H](NC(=O)c2ccccn2)[C@@H](CO)O1)NCc1cc(F)cc(F)c1,0.1,-1,-2.3,0,-10,0,-6,-6
CCC(C)C(CO)NCCCn1cnc2c(OC)ncnc21 (configuration not stated),0.2,12,-0.2,-6,-7,8,-6,x
O=C(NCc1ccc(F)cc1)c1cccs1,0.1,x,0.9,-3,2,4,40,1

# Single records (already shown). Values in the order: XiGFP reactiv, GSIS activator, CFTR F508del cor, EWS-Fli block, DENV2 CPE rescue, ERp5 inh, PAX8 inh HTS, ARNT TACC3 PPI
# COc1ccc(CCNCC(O)Cn2c3ccccc3c3ccccc32)cc1OC (configuration not stated) in the list: 0.1, -11, 0.7, 21, 2, 3, 12, 3
# CCN(CC)S(=O)(=O)c1ccc(S(=O)(=O)N2CCN(CCC#N)CC2)cc1 in the list: 0.2, 24, 3.9, 2, -3, 5, 8, 12

# The list goes on:
SMILES,XiGFP reactiv,GSIS activator,CFTR F508del cor,EWS-Fli block,DENV2 CPE rescue,ERp5 inh,PAX8 inh HTS,ARNT TACC3 PPI
CC(=O)c1ccc2c3c(ccc([N+](=O)[O-])c13)CC2,0.2,47,0.3,-9,-6,-9,-5,x
CC(=O)Nc1ccc(C(=O)NNC(=O)Cc2ccccc2)cc1,0.0,-10,x,10,2,0,7,-5
Cn1c(C(=O)O)c(S(=O)(=O)c2ccc(Cl)cc2)c2ccccc21,0.0,9,-2.0,12,6,-4,26,-5
O=C(O)C[C@H]1CC[C@H](NC(=O)Nc2ccccc2)[C@@H](CO)O1,-0.5,-4,-3.1,9,19,11,-3,-8
O=C(N/N=C/c1cccnc1)c1ccc(NC(=O)c2ccc(Cl)cc2)cc1,0.2,6,1.2,6,6,1,-20,-1
COc1ccc(CCc2nnc(N)s2)cc1OC,0.4,63,0.3,6,u,8,15,-6
COc1ccc(S(=O)(=O)N(C)C[C@@H]2Oc3c(NC(=O)c4cnccn4)cccc3C(=O)N([C@@H](C)CO)C[C@@H]2C)cc1,0.0,15,0.2,3,-2,-3,x,9
Cc1ccc(Nc2c([N+](=O)[O-])c(=O)oc3ccccc23)cc1C,0.1,x,0.6,14,-1,1,44,9
Cc1[nH]c2ccccc2c1C(=O)C(=O)N1CCN(C(=O)c2ccco2)CC1,-0.1,-15,0.8,1,2,0,3,-25
COc1ccc(CNC(=O)CCC(=O)c2ccc(C)cc2)cc1OC,0.1,20,-2.0,10,-4,2,-13,-16
C[C@H]1CN([C@@H](C)CO)C(=O)c2cccc(NC(=O)c3ccc(-c4nccs4)cc3)c2O[C@@H]1CN(C)S(C)(=O)=O,0.3,16,0.9,-1,9,-4,x,-1
Cc1cc(C)c(S(=O)(=O)N2CCN(C(=O)CCn3nc(C)c(C)c3C)CC2)c(C)c1,0.0,-5,2.6,3,-2,1,-9,x
Cc1ccc(C)n1-c1cccc(NC(=O)c2ccccc2)c1,0.0,-23,x,x,x,x,-11,10
O=C(Nc1ccc(Cl)c(Cl)c1)Nc1ccc(Br)cc1F,0.3,3,x,1,x,x,-15,-5
CO[C@@H]1CN(C)C(=O)c2cc(NC(=O)NC(C)C)ccc2OC[C@@H](C)N(C)C[C@@H]1C,0.6,3,-2.1,-16,-7,2,x,0
N=C(N)c1ccc(O)cc1,0.0,-15,-3.6,10,5,-5,11,x
COc1ccccc1/C=N/NC(=O)CNC(=O)c1ccc(S(=O)(=O)N(C)C)cc1,0.7,10,0.1,5,2,-1,4,1
CCCC#Cc1cnc2c(c1)C(=O)N([C@H](C)CO)C[C@H](C)[C@@H](CN(C)Cc1ccc3c(c1)OCO3)O2,0.2,-13,1.2,12,14,2,x,1
CO[C@H]1CN(C)C(=O)c2cc(NS(=O)(=O)c3ccc(C)cc3)ccc2OC[C@H](C)N(Cc2nccs2)C[C@H]1C,0.2,-21,-0.9,6,-10,-3,10,1
CCN1CCCC1CNCc1cccc(OC)c1OCc1ccccc1F (configuration not stated),x,16,-0.2,10,-7,-10,x,0
O=C(Cc1cccc2ccccc12)NN1C(=O)C2C(C1=O)C1C=CC2C12CC2 (configuration not stated),0.5,-18,x,x,x,x,2,10
CCN1c2ccc(S(=O)(=O)N3CCOCC3)cc2N(Cc2ccc(OC)cc2)C1C (configuration not stated),0.1,8,-0.2,0,-1,-4,-2,-1
Cn1c(CN2CCOCC2)nnc1SCc1cccc(F)c1,0.0,10,1.7,12,-8,-7,4,-4
CO[C@H]1CN(C)C(=O)c2ccc(NS(C)(=O)=O)cc2OC[C@H](C)N(C(=O)C2CCOCC2)C[C@H]1C,0.1,11,4.4,-7,-4,2,x,-18
C[C@@H]1CCCCO[C@@H](CN(C)C(=O)NC2CCCCC2)[C@@H](C)CN([C@@H](C)CO)C(=O)c2cc(N(C)C)ccc2O1,0.1,-6,-2.8,2,-4,6,5,2
C=CCNc1ncnc2c1ncn2[C@H]1CN(CCN2CCOCC2)C[C@@H](CO)O1,0.2,x,-0.5,5,-5,-5,-8,x
C[C@H]1CN([C@@H](C)CO)C(=O)c2cc(NC(=O)Nc3cccc4ccccc34)ccc2O[C@@H]1CN(C)C(=O)NC1CCCCC1,0.9,-9,-2.8,0,-3,5,-9,-2
C[C@@H]1CN([C@H](C)CO)C(=O)c2cc(NC(=O)c3ccncc3)ccc2O[C@@H](C)CCCCO[C@H]1CN(C)Cc1ccncc1,0.1,6,-0.1,x,x,x,-12,x
Cc1cccc(NC(=O)/C(C#N)=C/c2ccc(Cl)cc2)n1,0.0,-26,4.1,-14,5,1,-5,6
O=C(Cn1nc(C(=O)O)c2ccccc2c1=O)Nc1ccccc1C(F)(F)F,0.1,22,-1.1,2,0,2,8,6
COc1ccccc1N1CCN(C(=O)c2ccc([N+](=O)[O-])s2)CC1,-0.4,-10,x,6,x,5,5,-15
COc1ccccc1C(=O)NCC(=O)N1CC=C(c2ccccc2)CC1,0.3,1,-0.1,-9,u,-1,-7,0
CC(C)(O)C#Cc1cccc(-c2nc(C(=O)O)cc3c2[C@@H](CCO)N(S(=O)C(C)(C)C)C3)c1 (some centres not stated),0.1,9,-2.4,1,7,-4,-8,x
COc1ccccc1-c1ccc2c(c1)O[C@H](CN(C)C(C)=O)[C@H](C)CN([C@@H](C)CO)S2(=O)=O,0.4,-2,-1.3,-1,2,-2,x,-12
c1ccc([C@H]2CN3CCSC3=N2)cc1,-0.3,x,0.6,-5,15,-5,8,-4
Cc1ccccc1Nc1n[nH]c(=S)s1,-0.1,12,-3.8,-8,-2,5,-26,x
CC(=O)Nc1ccc2c(c1)C(=O)c1cccc(C(=O)O)c1-2,0.3,-5,2.3,-7,14,-4,x,-1
CC(C)(CC(=O)O)CC(=O)NNc1ncccc1C#N,0.0,x,-0.4,0,-3,x,-5,0
CC(OC(=O)c1ccc2noc(-c3ccccc3)c2c1)C(N)=O (configuration not stated),0.2,14,-2.7,-25,3,-4,-3,6
CCN(CC(=O)NCc1ccc(Cl)cc1)C(=O)Cc1ccc(OC)cc1,0.2,-17,-0.4,13,3,2,18,-7
COc1cccc(-c2ocnc2C(=O)Nc2ccc(N3CCOCC3)cc2N2CCOCC2)c1,0.2,0,-0.5,-7,-8,4,6,5
O=C(C1CCC(CNS(=O)(=O)c2cccc3nsnc23)CC1)N1CCN(c2ccccn2)CC1 (configuration not stated),-0.9,0,1.0,10,-4,-4,6,x
O=S(=O)(NCCc1c[nH]c2ccccc12)c1ccc(F)cc1,0.1,-16,2.8,12,-3,1,-6,-1
O=C(NCC(F)(F)F)[C@H]1[C@H](CO)[C@H]2Cn3c(cccc3=O)[C@H]2N1C(=O)c1ccccc1F,0.2,17,x,1,-13,-5,x,-31
Cc1ccc(S(=O)(=O)N2CCOC2CNC(=O)C(=O)NCc2ccccn2)cc1 (configuration not stated),0.0,6,2.5,2,10,-2,-7,-4
O=C(C1CC1)N1CC(=O)N2[C@H](CO)[C@@H](c3ccc(-c4cccnc4)cc3)[C@@H]2C1,0.2,1,-0.3,5,-3,16,5,x
CCC1NC(=O)c2cccnc2-n2c1nc1ccc(F)cc1c2=O (configuration not stated),0.7,0,3.4,3,5,5,-8,x
O=C(CN1CCc2cc3c(cc2C1)OCCCO3)Nc1ccccc1,x,x,-4.9,7,28*,3,x,1
O=C(Nc1ccc2c(c1)OCCO2)C1C(c2ccccc2)=Nc2ccccc2N1C(=O)c1cccnc1 (configuration not stated),0.4,15,-0.1,-71,2,2,-76,x
CCOC(=O)C(=O)N(C)c1c(CC)nc2c(OCc3cccc(Cl)c3)cccn12,0.1,x,-4.5,-8,2,1,9,x
CCN1CCN(C(=O)NC2CC(=O)N(c3ccc(OC)cc3)C2)CC1 (configuration not stated),-0.3,11,0.6,6,u,5,7,16

# No enrichment for hits, and some 4.2% of all compounds hit somewhere here.
